# aSyn 5UTR inh: MLPCN primary screen, SNCA 5' untranslated region. 300,000 compounds, 0.82% hits. inhibition, % (tested at 7.5 µM). AID 1813, 2009. alpha-synuclein 5'UTR reporter, inhibitor activity; in the data active = inhibition above about 60%;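 also: H4 neuroglioblastoma cells stably carrying SNCA 5'UTR luciferase fusion; 0% = DMSO wells and 100% = positive control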
# GSK3 alpha inh: blockers of GSK3A enzyme activity – biochemical, luminescence, cell-free homogeneous, HTS, primary screen | Glycogen synthase kinase-3 alpha (Homo sapiens), P49840 | GSK-3 alpha kinase, ADP-Glo luminescence, 60 min | inhibition, % at 10 µM | 320,000 compounds, 0.1% hits | AID 2650, 2010;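 in the data active = inhibition above about 50%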;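 also: GST-tagged GSK-3 alpha with peptide substrate and 25 µM ATP; 0% = DMSO neutral wells and 100% = GW8510 positive control wells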
# Target sequence (P49840 whole entry, looked up): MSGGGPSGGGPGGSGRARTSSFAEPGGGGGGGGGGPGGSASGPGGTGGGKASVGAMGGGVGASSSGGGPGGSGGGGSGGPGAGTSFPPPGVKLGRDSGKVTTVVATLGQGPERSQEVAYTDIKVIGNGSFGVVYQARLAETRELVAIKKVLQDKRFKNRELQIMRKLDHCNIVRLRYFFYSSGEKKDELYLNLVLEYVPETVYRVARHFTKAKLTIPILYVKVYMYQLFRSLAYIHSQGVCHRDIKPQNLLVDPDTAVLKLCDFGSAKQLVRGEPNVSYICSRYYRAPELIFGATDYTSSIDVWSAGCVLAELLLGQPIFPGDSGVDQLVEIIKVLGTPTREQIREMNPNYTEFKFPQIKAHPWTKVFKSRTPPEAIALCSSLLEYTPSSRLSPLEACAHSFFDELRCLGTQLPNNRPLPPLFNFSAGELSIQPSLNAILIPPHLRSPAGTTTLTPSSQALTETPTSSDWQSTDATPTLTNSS
# HSP90 inh: HSP90 inhibitors, primary screen, cell lysate, luminescence. Heat shock protein HSP 90 (rabbit reticulocyte lysate; luciferase refolding). Rabbit reticulocyte lysate, luciferase refolding luminescence, 3 h. inhibition, % at 5.6 µM. 290,000 compounds, 0.91% hits. AID 1789, 2009;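 active = inhibition above the screen-wide mean plus 3 SD, computed separately per campaign, cut at about 16% in these data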;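 also: 0% = DMSO wells and 100% = 60 µM geldanamycin wells; inhibitors lower the luminescence because luciferase stays unfolded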
# HSF1 inhib: HSF1 inhibitors in luciferase reporter cells, primary screen, cell-based, NIH3T3, luminescence | NIH3T3-HGL HSE-luciferase, MG132-induced, luminescence 8 h; stronger effect = lower value | activity change, negative = inhibition, % at 7.5 µM (by protocol) | 300,000 compounds, 0.77% hits | AID 2098, 2009;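 active = more than half of replicate wells show activity change below -50%, luminescence cut by over half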;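 also: luciferase reports HSF-1 transcriptional activity via heat shock element; 0% = median of DMSO wells and -100% = zero luminescence signal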
# GSK3beta inhib: human GSK3beta kinase inhibitors, primary screen, biochemical, cell-free homogeneous, HTS; Glycogen synthase kinase-3 beta (Homo sapiens), P49841; GST-GSK3beta kinase, ADP-Glo luminescence, 60 min; stronger effect = lower value; activity score (negative = inhibition), % at 10 µM; 300,000 compounds, 0.038% hits;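 active = more than half of replicate wells score below -50%, meaning over 50% inhibition versus plate controls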;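 also: 0% = median DMSO wells and -100% = median GW8510 positive control wells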
# Target sequence (P49841 whole entry, looked up): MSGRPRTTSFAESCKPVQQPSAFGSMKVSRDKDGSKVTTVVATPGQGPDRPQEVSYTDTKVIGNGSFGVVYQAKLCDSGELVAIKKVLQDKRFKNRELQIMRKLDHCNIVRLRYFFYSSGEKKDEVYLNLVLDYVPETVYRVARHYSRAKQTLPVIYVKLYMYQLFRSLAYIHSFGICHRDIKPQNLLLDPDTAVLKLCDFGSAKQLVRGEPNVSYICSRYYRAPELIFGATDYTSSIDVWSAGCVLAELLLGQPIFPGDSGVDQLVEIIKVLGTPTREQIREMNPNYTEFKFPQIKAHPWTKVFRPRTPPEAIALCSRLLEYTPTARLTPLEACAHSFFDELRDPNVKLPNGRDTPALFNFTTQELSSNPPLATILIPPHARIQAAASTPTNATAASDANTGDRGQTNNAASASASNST
#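 Assay system: GST-fused GSK3beta enzyme, cell-free / Medium: Tris pH 7.5 buffer with MgCl2, DTT, BSA, heparin / Also added: peptide substrate plus 25 µM ATP (final) / Compound: 10 µM single point / Timing: kinase reaction with compound 60 min at room temperature / Detection: ADP-Glo luminescence / Benchmarks: DMSO neutral wells and GW8510 at 20 µM as positive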
# IEC-6 cytotox: cytotoxicity in IEC-6 intestinal epithelial cells, primary screen, cytotoxicity control for KLF5 inhibitor project, cell-based, luminescence; IEC-6 cytotoxicity, luminescence viability; inhibition, % at 5 µM; 290,000 compounds, 0.78% hits; AID 1825, 2009; in the data active = inhibition above about 22%;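 also: 0% = plate median of test compound wells and 100% = cytotoxic reference compound wells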
# KLF5 inh: KLF5 expression inhibitors, primary screen, DLD-1 cells, luminescence | 290,000 compounds, 0.23% hits | AID 1700, 2009 | DLD-1 KLF5 promoter-luciferase reporter | inhibition, % at 5 µM;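 active = inhibition above a per-plate limit of that plate's mean compound inhibition plus 3 SD, cut at about 60% in these data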;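 also: 0% = DMSO wells and 100% = LY294002 at 200 µM; higher means less KLF5 promoter-driven luciferase light; inactives centre near -14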
# Dyrk1A ADPGlo: rat Dyrk1A kinase inhibitors, primary screen, biochemical, single point, plate reader; ADP-Glo luminescence, NFATc1 peptide; Dual specificity tyrosine-phosphorylation-regulated kinase 1A (Rattus norvegicus), Q63470; inhibition, % at 12.5 µM; 310,000 compounds, 0.43% hits; in the data active = inhibition above about 50%;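 also: plate controls were vehicle with enzyme for no effect and no enzyme for full effect; many of its hits are not listed in these tables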
# HSF1 activator: HSF-1 activators, primary screen, NIH3T3-HGL cells, MG132 stress, luminescence, single point; NIH3T3-HGL HSF-1 luciferase reporter, 8 h; 100% = twice DMSO control signal; activation, % at 9 µM; 300,000 compounds, 1.7% hits;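 active = mean replicate activation of at least 50% with a set share of replicates each reaching 50%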;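 also: 0% = median of the neutral control wells and 100% = twice that signal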
# Platelet DG rel: inhibitors of platelet dense granule secretion, primary screen, cell-based, MLPCN, human platelets. human platelet-rich plasma, SFLLRN dense granule ATP release, luminescence. inhibition, %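 (compounds screened at 7.5 µM in platelet-rich plasma)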. 300,000 compounds, 0.22% hits. AID 1663, 2009;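 active = mean replicate score, as percent of positive control, at or above 50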
# The depositor's hits bear a star; . = not tested or not shown.
SMILES,aSyn 5UTR inh,GSK3 alpha inh,HSP90 inh,HSF1 inhib,GSK3beta inhib,IEC-6 cytotox,KLF5 inh,Dyrk1A ADPGlo,HSF1 activator,Platelet DG rel
CCc1ccc(C2CC(c3ccc(Cl)cc3)=NNC2=O)cc1 (stereo not drawn),2,0,-1,14,4,1,-30,35,47,2
O=C(CSc1nnnn1-c1ccccc1)c1ccco1,-63,-1,-6,7,2,-5,-30,-77,9,6
CCC(c1nnnn1CCOC)N1CCN(c2nc3ccccc3s2)CC1 (stereo not drawn),17,4,-2,4,1,3,-15,-2,-2,-1
CC(OC(=O)c1ccccc1C(=O)N(C)c1ccccc1)C(=O)Nc1ccc(C(N)=O)cc1 (stereo not drawn),-7,0,.,1,3,.,.,1,-2,-2
Cc1cccc(C)c1NC(=O)Cn1nnc(-c2ccc(N3CCOCC3)cc2)n1,-23,-1,4,-3,1,8,6,17,-5,-3
CSc1ccccc1C(=O)Nc1ccc(C)cc1C,9,-7,2,-9,0,-1,4,9,14,-1
Cc1cccn2c(=O)c3cc(C#N)c(=N)n(Cc4cccnc4)c3nc12,.,.,3,.,.,10,23,16,.,.
COCCn1c(SCc2ccc(F)cc2)nc2c1c(=O)[nH]c(=O)n2C,19,-1,1,4,-1,-5,-27,-9,9,-1
CC1=CC(c2ccc(Cl)cc2)n2nc(NC(=O)CCCC(=O)O)nc2N1 (stereo not drawn),-12,-1,-2,4,-1,-2,-24,5,-13,4
CCCCNC(=O)c1cc(-c2ccc(OC)cc2)on1,-144,2,1,20,2,1,-81,4,39,1
Cc1ccc(-c2nnc(SCC(C)C)n2C)cc1,-146,1,-4,8,0,0,-61,2,27,4
O=C(CSc1ncn[nH]1)c1cc2ccccc2o1,-29,-1,-2,0,-3,-4,-1,1,20,0
COc1ccc(NC(=O)CCCC(=O)O)cc1Cl,-5,-1,2,-5,1,4,0,6,-6,4
Cc1ccccc1NC(=O)c1ccc(N/N=C/c2ccccc2O)c([N+](=O)[O-])c1,8,0,4,-10,0,7,6,4,-7,2
Cc1ccc(N2C(=O)CC(Sc3nc4ccccc4o3)C2=O)cc1Cl (stereo not drawn),17,-7,-3,1,0,1,6,0,22,14

# Structures listed so far containing a halogen (5):
SMILES,aSyn 5UTR inh,GSK3 alpha inh,HSP90 inh,HSF1 inhib,GSK3beta inhib,IEC-6 cytotox,KLF5 inh,Dyrk1A ADPGlo,HSF1 activator,Platelet DG rel
CCc1ccc(C2CC(c3ccc(Cl)cc3)=NNC2=O)cc1 (stereo not drawn),2,0,-1,14,4,1,-30,35,47,2
COCCn1c(SCc2ccc(F)cc2)nc2c1c(=O)[nH]c(=O)n2C,19,-1,1,4,-1,-5,-27,-9,9,-1
CC1=CC(c2ccc(Cl)cc2)n2nc(NC(=O)CCCC(=O)O)nc2N1 (stereo not drawn),-12,-1,-2,4,-1,-2,-24,5,-13,4
COc1ccc(NC(=O)CCCC(=O)O)cc1Cl,-5,-1,2,-5,1,4,0,6,-6,4
Cc1ccc(N2C(=O)CC(Sc3nc4ccccc4o3)C2=O)cc1Cl (stereo not drawn),17,-7,-3,1,0,1,6,0,22,14

# Next part
SMILES,aSyn 5UTR inh,GSK3 alpha inh,HSP90 inh,HSF1 inhib,GSK3beta inhib,IEC-6 cytotox,KLF5 inh,Dyrk1A ADPGlo,HSF1 activator,Platelet DG rel
CC(C)(C)N1C(=O)c2ccccc2NC(=O)N1Cc1ccc(Br)cc1,-39,-2,4,-8,3,1,-10,4,13,-4
N#CCSc1ccc(-c2nc3ccccc3[nH]2)cn1,-239,1,-1,22,-1,8,-105,.,49,11
COc1ccc(C(=O)N2CCCC(c3ccccc3)=N2)cc1,-4,0,2,4,-2,5,-26,-3,13,8
COC(=O)c1nnn(CC(=O)NC(=O)Nc2ccc(F)cc2)c1C(=O)OC,1,5,-2,5,-2,2,-31,-1,55*,-16
CC(C)c1ccc(CNC(=O)CCc2ccccc2)cc1,4,-5,-4,-6,6,-12,-13,-1,5,4
CCOc1ccc2nc(NC(=O)c3ccoc3C)sc2c1,30,15,28*,-7,-5,26*,-20,16,0,69*
Cc1ccc(/C=N/NC(=O)CNC(=O)c2cccc([N+](=O)[O-])c2C)o1,-7,-5,5,6,2,2,-16,-3,16,1
O=C(CCC(F)(F)F)N1CCC(CO)(CCc2ccccc2)CC1,-10,-1,-1,4,1,4,-55,-1,27,2
CC1Cc2ccccc2N1C(=O)CSc1nnnn1-c1ccc2c(c1)OCCO2 (stereo not drawn),-4,-1,6,-2,-3,-7,-33,2,-9,-2
CCN1CCN(Cc2c(O)ccc3c(=O)c(-c4ccc(OC)c(OC)c4)c(C(F)(F)F)oc23)CC1,12,2,2,-5,1,-5,-11,-12,4,-3
CCC(C(=O)NCc1ccc(OC)cc1)n1nc(C)n2c(cc3occc32)c1=O (stereo not drawn),-7,-2,6,2,1,-3,-30,-1,7,5
O=Cc1cn(-c2ccccc2)nc1-c1ccc2c(c1)OCCO2,.,0,-6,.,.,1,-58,5,.,.
O=c1[nH]cnc2c1c(-c1ccccc1)cn2-c1ccc(Br)cc1,31,-2,1,-4,-4,-7,-9,-2,0,-15
CC(=O)c1ccc(N(CC(=O)NC2CCCC2)C(=O)c2csnn2)cc1,-4,0,-6,-4,2,-2,-15,-3,2,13
CC(CCc1ccccc1)NC(=O)c1ccc(Br)o1 (stereo not drawn),6,-2,-4,-7,-1,-1,-17,6,13,2
Cc1cccc(NC(=O)CSc2ccc(C(N)=O)cc2[N+](=O)[O-])c1C,-21,-2,2,9,-1,4,-12,5,31,-7
S=C(Nc1cccc2ccccc12)NC1CCCCC1,-195,0,2,31,2,1,-95,2,44,-5
O=C(N/C=N/O)C1=NOC(CNc2ncc(C(F)(F)F)cc2Cl)C1 (stereo not drawn),-6,1,2,25,3,-6,-38,2,30,1
CS(=O)(=O)c1ccccc1-c1nnc(NC(=O)c2ccc(S(=O)(=O)N3CCCC3)cc2)o1,-10,.,.,0,1,.,.,1,30,2
CCSc1nnc(NC(=O)CCNS(=O)(=O)c2ccccc2F)s1,-11,-1,-1,-13,1,-4,-27,-5,-10,3
COc1ccc(CCN2C(=S)NC3CC2(C)Oc2ccc([N+](=O)[O-])cc23)cc1OC (stereo not drawn),37,-1,1,0,-2,-2,-13,.,6,0
CN1C(=O)N(CN2CCCCC2)C2C1N(C)C(=O)N2CN1CCCCC1 (stereo not drawn),-3,-4,5,-5,-2,2,12,11,-5,-2
O=C(Nc1nc2ccc(Cl)cc2s1)c1ccc(N2CCCCC2)c([N+](=O)[O-])c1,4,-2,0,-3,0,5,-17,3,0,7
O=C(/C=C/c1ccc2c(c1)OCO2)Nc1nc(-c2ccc(F)cc2)cs1,-62,-2,3,14,3,9,-18,.,41,-34
CCN1C(=O)C(=O)N(CC(=O)c2[nH]c(C)c(C(C)=O)c2C)C1=O,3,1,.,-6,2,.,.,1,-3,-2
COc1ccc(OC)c(S(=O)(=O)n2ccnc2C(C)C)c1,4,0,0,-4,-4,-8,0,4,-4,0
O=C(Nc1ccc(CN2CCS(=O)(=O)CC2)cc1)c1ccc(F)cc1,-9,0,-2,1,0,-2,5,6,-6,0
CN(C)c1cccc2c1c(NC(=O)c1ccc(F)cc1)nn2C,23,-2,0,3,-2,0,8,28,24,-13
NS(=O)(=O)c1ccc(CCNC(=O)C2CCN(S(=O)(=O)c3c(Cl)cccc3Cl)CC2)cc1,-6,-3,1,-7,-1,-4,-6,1,-8,2
Clc1ccc(C(c2nnnn2C2CCCCC2)N(Cc2cccnc2)Cc2ccco2)cc1 (stereo not drawn),6,.,-1,15,1,0,12,9,16,22
COc1ccc(C(C)=O)cc1COC(=O)CCNS(=O)(=O)c1ccc(C)c(C)c1,2,-3,.,0,.,.,.,-3,1,0
Clc1ccc(CNc2ccc(CNc3ncn[nH]3)cc2)cc1,-30,-1,-2,-5,2,-6,-2,8,3,1
Cc1cc(/C=C(\C#N)C(=O)Nc2ccc(Cl)cc2)c(C)n1-c1ccc(N2CCOCC2)c([N+](=O)[O-])c1,-13,.,-3,19,0,2,-29,0,4,4
COc1ccc(C)cc1NC(=O)CNc1ccccc1CN(C)C1CCCCC1,-25,-2,2,-8,-1,-7,16,9,-23,-6
O=C(Oc1ccc2c(c1)OCO2)c1ccncc1,-12,2,1,-9,0,-10,7,.,-21,1
COC(=O)[C@H]1[C@@H](C)N(CCc2cc(OC)c(OC)c(OC)c2)C(=O)N[C@H]1c1ccccc1,8,0,.,-1,2,.,.,-10,-8,3
CN1C(=O)CSC1=NCC12CC3CC(CC(C3)C1)C2,23,-1,-2,.,2,1,-30,-8,.,-3
CC(=O)N1N=C(c2ccc(C)cc2)OC1c1cccnc1 (stereo not drawn),-75,-1,-1,-29,0,-8,-18,-2,-37,3
CC(=O)c1cccc(NC(=O)Nc2csc3c2CCCC3)c1,-28,5,-3,13,-4,7,-3,-2,17,-1
COc1ccc(Cn2cccc(NC(=O)Nc3ccc(C#N)cc3)c2=O)cc1,7,8,-3,-5,-2,0,-3,-2,1,-1
O=c1c2ccccc2[nH]c(=S)n1CCCN1CCN(c2ccccc2)CC1,-7,1,2,2,-2,34*,2,8,7,1
CC(C)c1nc(C#N)c(N2CCOCC2)o1,-13,1,1,-5,-1,2,-33,3,7,0
Cc1nnc(SCC(=O)O)o1,-2,0,10,-5,-4,-1,-9,10,-4,-2
CN1CCN(C(=O)c2ccc3c(=O)n4c(nc3c2)CCCCC4)CC1,-6,-1,0,-39,3,0,-10,4,-51,11

# Record cards, from the list above. Order of screens: aSyn 5UTR inh, GSK3 alpha inh, HSP90 inh, HSF1 inhib, GSK3beta inhib, IEC-6 cytotox, KLF5 inh, Dyrk1A ADPGlo, HSF1 activator, Platelet DG rel
# `COc1ccc(Cn2cccc(NC(=O)Nc3ccc(C#N)cc3)c2=O)cc1` across the screens: 7, 8, -3, -5, -2, 0, -3, -2, 1, -1
# `COc1ccc(C)cc1NC(=O)CNc1ccccc1CN(C)C1CCCCC1` across the screens: -25, -2, 2, -8, -1, -7, 16, 9, -23, -6

# Source: PubChem BioAssay

# Some of the compounds tested; rates above refer to the full screens.
